DSG3 Ab inh: human desmoglein-3 autoantibody binding inhibition. binding (percent of control), % at 10 µM. 310,000 compounds, 0.48% hits. P32926. DSG3-coupled beads, scFv-anti-DSG3-GFP binding, flow cytometry; active compounds read low. AID 588358;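 active means binding more than 3 SD below its plate's average and above zero; inconclusive means below that plate limit but binding exactly zero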;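 further: hits lower antibody fragment binding to DSG3; some compounds called inactive have numbers as strong as hits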
PKA-R1A act: activators of PKA-R1A complex; PKA-R1A dissociation, Cy5-IP20 fluorescence polarization; scaled: DMSO 0%, 113 µM cGMP 100%; activation, % at 11.4 µM; 340,000 compounds, 0.083% hits; AID 504707;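 active means percent activation above the mean of all tested compounds plus 3 SD, cut at about 19% in these data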;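 further: higher means more PKAc released from R1A so a rise in polarization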
SR-BI DiI-HDL act: SR-BI HDL lipid transfer activation. CHO ldlA[mSR-BI] cells, DiI-HDL uptake fluorescence, 3 h; 100 = double the neutral-control signal. activation, % at 12.5 µM. 320,000 compounds, 0.096% hits. AID 504775;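 active means mean replicate activation of at least 60% and every replicate at or above 60%; inconclusive means mean or all-replicate condition met, but not both; inactive means mean below 60% and not all replicates reaching 60%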;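 further: 0% = median plate neutral-control signal and 100% = twice that signal; values of inactives mirror those of a sister screen read the other way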
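Material: SR-BI-overexpressing, LDLR-lacking CHO cells; schedule: compound exposure 3 h, 37 °C; reagent: DiI-labelled HDL at 10 µg/mL final; technique: bottom-read fluorescence, 550/595 nm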
Arrestin-AP2 inh: human beta-arrestin and AP2 interaction inhibition | FITC-arrestin peptide / GST-AP2 beads, flow cytometry; AP2 beta2 appendage carries R879A mutation | inhibition, % at 10 µM | 340,000 compounds, 0.31% hits | AID 504490;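 active means inhibition above a set limit, near 3 SD of compounds lacking own fluorescence, cut at about 54% in these data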;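 further: plate controls were DMSO wells for no effect and 5 µM unlabelled arrestin peptide for full effect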
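Material – AP2 appendage R879A on GSH beads · Buffer or medium – PBS with 0.05% Tween 20 and 0.1% BSA · Probe or stimulus – fluorescein-tagged arrestin peptide at 50 nM final · Incubation – compound with beads 12 min RT, then probe 1 h RT · Detection – high-throughput flow cytometry of beads, ex 488, em 535 nm · Evaluation – percent response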
NSD2 HMT inh: NSD2 (human) methyltransferase inhibition; O96028; inhibition, % at 12.5 µM; NSD2 peptide methylation, AlphaScreen, 120 min; 310,000 compounds, 0.54% hits; in the data active means inhibition above about 50%
PKA-R2B activ: activators of human PKA-R2B complex; PKA-R2B holoenzyme dissociation, Cy5-IP20 fluorescence polarization; R2B truncated from residue 108, S112A mutant; 0% DMSO only, 100% 113 µM cGMP; activation, % at 11.4 µM; 340,000 compounds, 0.079% hits; AID 504700;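 active means activation above a cutoff set at the mean over all compounds plus 3 SD, cut at about 18% in these data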;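 further: higher means more holoenzyme dissociation and a rise in polarization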
SR-BI DiI inh: inhibitors of mouse SR-BI mediated HDL lipid uptake; ldlA[mSR-BI] CHO cells, DiI-HDL uptake fluorescence, 3 h; inhibition, % at 12.5 µM; 320,000 compounds, 0.96% hits; AID 488896;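 active means mean replicate inhibition of at least 70% and a set share of replicates each scoring 70 or more; inconclusive means meets just one of the two criteria; inactive means fails both criteria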;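 further: 0% = median of neutral control wells and 100% = median of positive control wells; values of inactives mirror those of a sister screen read the other way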
Mot1-301 SUMO: blocks SUMOylation pathway, rescuing yeast Mot1-301 growth | S. cerevisiae Mot1-301 growth rescue, ATP luminescence, 38.5C; percent above DMSO median, 100 means doubled | growth rescue, % at 18.8 µM | 320,000 compounds, 1% hits | AID 2716;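 active means every valid replicate shows activation above 250% relative to neutral control wells; inactive means the rest, any valid replicate at or below 250%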;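 further: OY570 slx delta 5 strain wells were the positive control but not used for scaling; some compounds called inactive have numbers as strong as hits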
dFosB activator: activators of mouse delta FosB homodimer; P13346; AID 493131; purified delta FosB, TAMRA-CDK5 oligo fluorescence polarization; percent of positive-control signal above neutral wells; 340,000 compounds, 0.99% hits; activation, % at 25 µM;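 active means mean activation above about 17%, with every replicate also reaching it, limit read from the data, passing the limit was not always enough; inconclusive means only one of the two conditions met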;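 further: fluorescence polarization rise as delta FosB binds a TAMRA Cdk5 AP-1 oligo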
CDK5 inh: inhibitors of human CDK5/p35 kinase; Q00535+Q15078; Recombinant CDK5/p35, ADP-Glo luminescence, 60 min; inhibition, % at 10 µM; 330,000 compounds, 0.01% hits; AID 488839;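 active means highest replicate inhibition of at least 50% and at least 75% of replicates reaching 50%; inconclusive means only one of the two criteria met; inactive means both criteria failed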;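 further: plate controls were DMSO neutral control for no effect and GW8510 at 10 µM for full effect; many of its hits are not listed in these tables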
MITF act: MITF TRPM1 promoter activation in melanoma cells. SK-MEL-5 TRPM1-promoter luciferase, 24 h; % of positive control, neutral wells = 0. activation, % at 12.5 µM. 300,000 compounds, 0.75% hits;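 active means mean activation of at least 80% with every replicate also reaching 80%; inconclusive means mean reaches 80% but some replicate falls short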;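 further: 0% = neutral control wells and 100% = parthenolide positive control wells; values of inactives mirror those of a sister screen read the other way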
Active calls of the source: *; ? = inconclusive; . = no result given.

SMILES | DSG3 Ab inh | PKA-R1A act | SR-BI DiI-HDL act | Arrestin-AP2 inh | NSD2 HMT inh | PKA-R2B activ | SR-BI DiI inh | Mot1-301 SUMO | dFosB activator | CDK5 inh | MITF act
O=C(O)c1nn(CC(=O)N2CCN(c3ccccc3)CC2)c(=O)c2ccccc12 | 96 | -6 | . | -11 | 11 | -4 | . | -4 | 0 | 1.8 | .
O=C(c1ccco1)N1CCN(Cc2cn[nH]c2-c2ccc(F)cc2F)CC1 | 98 | 6 | 1 | 12 | -1 | 0 | -1 | -8 | -3 | -0.4 | 0
COc1ccc2oc(C(=O)OCC(=O)Nc3ccc(N4CCOCC4)cc3)c(C)c2c1 | 105 | -8 | -4 | -5 | 1 | 4 | 4 | 447 | -5 | -1.0 | 18
CC(C)C(=O)Nc1ccc(COc2ccccc2CN(Cc2ccccc2)C(=O)OC(C)(C)C)cc1 | 98 | -10 | -47 | -12 | . | 7 | 47 | . | -5 | 0.6 | 1
CSc1cccc(NC(=O)C2CCN(S(C)(=O)=O)CC2)c1 | 93 | -7 | 0 | -6 | -2 | -4 | 0 | 12 | -3 | -1.3 | 2
CCOc1ccccc1C(=O)NC(C)c1ccc2c(c1)OCO2 (stereo not drawn) | 99 | -1 | -18 | -7 | -1 | 4 | 18 | -7 | 4 | 1.1 | 3
Cc1c(Cc2ccccc2)c(=O)oc2c(C)c(OCC(=O)Nc3ccc(C#N)cc3)ccc12 | 107 | 0 | -61 | -5 | -2 | -6 | 61 | -6 | 1 | -1.6 | -6
O=C(CN1CCN(c2ccc(F)cc2)CC1)Nc1nccs1 | 95 | -3 | 7 | -4 | 18 | -4 | -7 | -5 | 5 | -3.0 | -3
CCc1ccc(NC(=S)NC(=O)CC(C)C)cc1 | 87 | 1 | -1 | 1 | -2 | 5 | 1 | 71 | -10 | 0.4 | 51
O=C(OCCOc1ccc(Br)cc1)c1cnccn1 | 105 | 9 | -15 | -6 | 0 | -8 | 15 | 259 | -5 | -0.4 | 1
O=C(CN1C(=O)CSc2ccccc21)Nc1ccc2c(c1)OCCO2 | 100 | -1 | -9 | -4 | . | -2 | 9 | -26 | -5 | -2.6 | 2
CCOC(=O)C1CCN(C(=O)COC(=O)c2cc(-c3cccs3)nn2-c2ccccc2)CC1 | 91 | 6 | -20 | -2 | -1 | 3 | 20 | -1 | -13 | 0.8 | 3
COc1ccc(Cc2nnc(N)s2)cc1 | 103 | 7 | 10 | -11 | 3 | -1 | -10 | -13 | -2 | 0.0 | .
COC(=O)CC(NC(=O)Nc1ccccc1F)c1ccc2c(c1)OCO2 (stereo not drawn) | 116 | -4 | 9 | -8 | -8 | -6 | -9 | 3 | 1 | 1.2 | -6
CCn1cc(C(=O)NCCCN(CC(C)C)CC(C)C)c(=O)c2cc(S(=O)(=O)N(C)C3CCCCC3)ccc21 | 84 | -6 | 4 | -5 | 4 | 0 | -4 | 6 | -10 | 1.5 | 9
COc1ccc(C2=CC(c3ccc(OC)c(OC)c3)NC(=S)N2)cc1 (stereo not drawn) | 95 | -14 | -29 | -2 | 8 | -4 | 29 | 7 | -4 | -0.5 | -13
CCOc1cccc(/C(O)=C2/C(=O)C(=O)N(Cc3cccnc3)C2c2ccco2)c1 (stereo not drawn) | . | 1 | 30 | 1 | 2 | 0 | -30 | -24 | -4 | 0.2 | 3
NC(=O)N(N)c1nc(N2CCCC2)nc(N2CCCC2)n1 | 105 | 2 | 16 | 32 | -1 | -12 | -16 | -15 | -2 | 0.3 | -3
COCCNC(=O)CN(Cc1cccs1)C(=O)CCC(=O)Nc1nccs1 | 98 | -2 | 28 | 1 | 6 | -10 | -28 | -4 | 1 | 0.4 | 7
COc1ccc(CCNCc2ccc(-c3ccccc3)cc2)cc1OC | 94 | 19 | . | 18 | 17 | -4 | . | . | -5 | 0.5 | 4
COc1ccc(CNC(=O)c2cnn3c(C(F)F)cc(C)nc23)cc1OC | 101 | 1 | 12 | 1 | . | -7 | -12 | 121 | -9 | 2.1 | -3
COc1cccc(/C=N/n2nnnc2N)c1OCc1ccccc1Cl | 98 | -6 | -6 | 10 | 20 | -1 | 6 | . | 4 | -1.6 | .
COC(=O)C1N[C@@H]([C@@H](NC(=O)COc2ccccc2)C(=O)NCc2ccc(OC)cc2)SC1(C)C (stereo partly drawn) | 104 | 8 | -41 | 2 | . | -3 | 41 | -15 | 1 | -3.4 | 15
CCOC(=O)C1=C(C)OC(N)=C(C#N)C1c1cncc(-c2ccc(F)cc2)c1 (stereo not drawn) | . | 3 | 27 | 23 | 1 | 1 | -27 | -5 | -9 | 0.7 | 15
COc1ccc(C(=O)NNC(=O)Cn2nnc(-c3ccc(OC)c(OC)c3)n2)cc1 | 97 | -12 | -7 | 17 | -4 | 8 | 7 | 6 | -6 | -1.3 | 19
Cn1ccnc1-c1nnn(-c2ccc(F)cc2)n1 | 100 | -6 | 15 | 5 | . | -2 | -15 | -18 | 2 | 0.9 | 45
Cc1c(C(=O)N2CCOCC2)sc2ncn(CC(=O)N3CCC(C)CC3)c(=O)c12 | 94 | -10 | 3 | 7 | . | 0 | -3 | -15 | 1 | 0.3 | -6
O=C(CCc1ccccc1)NCCSCc1c(F)cccc1Cl | 101 | -8 | 11 | 12 | -1 | -5 | -11 | 11 | -2 | 2.0 | -1
Cc1cc(NC(=O)C2CC(=O)N(c3cccc(Cl)c3)C2)no1 (stereo not drawn) | 93 | -8 | 18 | 13 | -4 | 6 | -18 | -4 | 0 | 0.8 | 7
Cc1ccc(S(=O)(=O)N(C)C)cc1NC(=O)COC(=O)CCC1CCCC1 | 94 | -3 | 10 | 12 | -1 | -20 | -10 | -9 | -7 | -0.5 | 3
Cc1ccc(C)c(NC(=O)COc2cccc3c2CCN(Cc2ccccc2C)C3=O)c1 | 106 | -6 | -30 | 3 | -1 | -11 | 30 | 10 | -8 | 0.4 | 2
OCc1nc2ccccc2n1CCCCOc1ccccc1 | 109 | 1 | 17 | -11 | -1 | -5 | -17 | 256 | -3 | -7.5 | .
Cn1nc(C(C)(C)C)c([N+](=O)[O-])c1C(=O)N1CCOCC1 | 104 | -5 | 5 | 12 | 6 | 3 | -5 | 10 | -1 | -0.4 | -9
O=C(CSc1nccc(-c2cccs2)n1)Nc1ccc(Cl)cc1 | . | -8 | -5 | 4 | 0 | 3 | 5 | 29 | -8 | -1.8 | .
CC1CCCCC1N1CN=C(Nc2nc3ccccc3s2)NC1 (stereo not drawn) | 97 | -11 | 13 | 2 | 5 | -2 | -13 | -6 | 2 | 3.5 | -13
C/C=C(/C)C(=O)O[C@@H]1[C@H](OC(=O)C=C(C)C)c2c(ccc3ccc(=O)oc23)OC1(C)C | 103 | -7 | 20 | 24 | . | 2 | -20 | 0 | 2 | -0.8 | 2
O=C(NC1CCCCC1)C(=S)N1CCOCC1 | 104 | 8 | 30 | -4 | -3 | 6 | -30 | 8 | -7 | 3.5 | -12
CS(=O)(=O)N(CC(=O)NCc1ccc2c(c1)OCO2)Cc1ccc(Cl)cc1 | . | -7 | -10 | 13 | 0 | -19 | 10 | 10 | -3 | -1.0 | 6
CCCCNC(=O)c1cc([N+](=O)[O-])[nH]n1 | 110 | 11 | 54 | -11 | -3 | 2 | -54 | -9 | -5 | 0.0 | -7
CC(Oc1ccccc1)C(=O)N1CCN=C1SCc1ccccc1 (stereo not drawn) | . | -14 | 28 | 7 | -7 | -14 | -28 | -28 | -12 | 0.5 | 5
O=C(CN1CCCCC1)NC1CCc2cc3c(cc21)CCC3 (stereo not drawn) | 102 | -3 | 10 | 11 | 12 | -4 | -10 | -8 | 1 | 4.8 | .
CCSc1nnc(C)n1-c1ccc(C(=O)O)cc1 | 104 | 0 | -1 | 8 | 3 | -2 | 1 | 0 | -3 | -1.1 | -6
COc1ccc(NC(=O)CSCC(=O)N2CCN(C(=O)c3ccco3)CC2)cc1 | . | -9 | 18 | -7 | -3 | -1 | -18 | 12 | -4 | 0.7 | -5
COc1ccc2sc(NC(=O)CC(C)C)nc2c1 | 103 | -4 | -13 | 0 | 7 | 9 | 13 | 28 | -6 | -2.4 | ?
CCOc1ccccc1NC(=O)C(NCC1CCCCC1)c1ccccc1 (stereo not drawn) | 98 | 1 | -32 | 5 | -3 | -6 | 32 | -5 | -5 | -3.7 | -13
O=C(CN1C(=O)c2cccc3cccc(c23)C1=O)NCCCO | 101 | 0 | 4 | 14 | 10 | 0 | -4 | -6 | 8 | 0.7 | -6
O=C(O)c1nccnc1C(=O)Nc1ccccc1N1CCOCC1 | . | 5 | 7 | 4 | -2 | 1 | -7 | 7 | 0 | 1.0 | 1
CCOC(=O)N1CCN(S(=O)(=O)c2ccc(F)c(C(=O)Nc3cccc(Cl)c3C)c2)CC1 | 90 | -16 | -10 | -9 | -5 | -2 | 10 | 6 | -3 | 1.2 | 6
O=C(c1cc(-c2ccc(O)cc2)on1)N1CCCCCC1 | 106 | -1 | -7 | -19 | 1 | -8 | 7 | 3 | 0 | -0.9 | 84*
O=C(COC(=O)/C=C/c1ccc(OC(F)F)cc1)Nc1cccc(S(=O)(=O)N2CCCC2)c1 | 98 | 3 | -7 | 9 | 1 | -7 | 7 | -12 | -7 | -0.8 | -7
COC(=O)CCN(c1ccccc1)S(=O)(=O)c1ccc(OC)cc1 | 104 | 15 | -4 | -2 | 5 | 12 | 4 | -8 | 6 | 0.2 | -5
O=C(CCC1CCCCC1=O)c1ccccc1 (stereo not drawn) | 100 | 18 | 11 | 3 | . | -11 | -11 | -10 | 0 | -0.3 | 32
CN(CC(=O)Nc1cccc(F)c1)C(=O)c1ccc(N2CCOCC2)c([N+](=O)[O-])c1 | 107 | 2 | . | -6 | 0 | -8 | 9 | -18 | 1 | -0.2 | 1

Bioassay records as filed in PubChem BioAssay.
